From PubChem
H37Rv inhibition: M. tuberculosis growth inhibition, HTS (AID 449762); M. tuberculosis H37Rv growth inhibition, 7H9 media; higher % means a stronger effect; 330,000 compounds, 0.59% hits; inhibition, % at 25 µM, or IC50 in µM where a hit was titrated; in the data active = a potency from the dose series; inconclusive = inhibition above about 70% without an active follow-up result;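 note: bacterial growth assessed after seven days of incubation; strong numbers were not always called active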
influenza NS1A: H1N1 influenza NS1A inhibitors, functional cell based assay (AID 504329); NS1A functional cell-based assay, percent inhibition; higher % means a stronger effect; one-dose inhibition, % at 12.5 µM; IC50 in µM for titrated hits; 340,000 compounds, 0.3% hits; in the data active = a potency from the dose series; inconclusive = inhibition above about 27% without an active follow-up result; note: strong numbers were not always called active
tuberculosis growth: growth inhibition of non-replicating M. tuberculosis (AID 488890). Mycobacterium tuberculosis non-replicating, growth inhibition; higher % means a stronger effect. inhibition, % at 25 µM; hits with a dose series show IC50 in µM. 320,000 compounds, 0.39% hits; in the data active = a potency from the dose series; inconclusive = inhibition mostly from about 82% at the one dose, without a potency; inactive = the rest, 99 in 100 with inhibition below about 76%;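 note: plate controls were DMSO cells for no effect and high antibiotic wells for full effect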
Salmonella PhoP GFP: PhoP regulon inhibitors, Salmonella typhi PhoP promoter GFP reporter, confirmatory (AID 1850); Salmonella Typhi PhoP-promoter GFP reporter, fluorescence, 4 h; higher % means a stronger effect; inhibition, % at 50 µM, or IC50 in µM where a hit was titrated; 310,000 compounds, 0.33% hits; in the data active = a potency from the dose series; inconclusive = inhibition mostly from about 25% at the one dose, without a potency; inactive = the rest, 99 in 100 with inhibition below about 19%;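 note: 0% = induced wells with vehicle and 100% = uninduced wells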
inhibitors of VEEV: inhibitors of VEEV TC-83 cytopathic effect, confirmation, Vero cells (AID 588727). Vero cells, VEEV TC-83 cytopathic effect inhibition; higher % means a stronger effect. one-dose inhibition, % at 20 µM; IC50 in µM for titrated hits. 350,000 compounds, 0.13% hits; in the data active = a potency from the dose series; inconclusive = inhibition mostly from about 14% at the one dose, without a potency; inactive = the rest, 99 in 100 with inhibition below about 12%; note: strong numbers were not always called active
inhibitors of VEEV 10K pilot screen: recorded beside inhibitors of VEEV, whose call it bears; inhibition, %; measured here: 10K pilot screen inhibition
Starred values were filed as active, the others as inactive.

Screening C=CCNC(=O)CCCOc1cc(C)ccc1C returned H37Rv inhibition 0%, influenza NS1A 7%, tuberculosis growth 2%, Salmonella PhoP GFP -8% and inhibitors of VEEV 3.2%.
For Cc1ccc(NNC(=S)Nc2ccc(C(C)C)cc2)c(C)c1 the results were H37Rv inhibition 6%, influenza NS1A 3%, tuberculosis growth 64%, Salmonella PhoP GFP -3% and inhibitors of VEEV 1.9%.
For C=CCN1CN(S(=O)(=O)c2ccc(OC)cc2)c2nc3ccccc3nc21 the results were H37Rv inhibition 4%, influenza NS1A -1%, tuberculosis growth 8%, Salmonella PhoP GFP 1% and inhibitors of VEEV 0.4%.
OCC(CO)(CO)N=Cc1c(O)ccc2ccccc12 was read as H37Rv inhibition -7%, influenza NS1A 7%, tuberculosis growth 22%, Salmonella PhoP GFP -6%, inhibitors of VEEV 0.5% and inhibitors of VEEV 10K pilot screen 0.6.
COc1ccc(CCNc2nc(-c3ccco3)cc(C(F)(F)F)n2)cc1OC was read as H37Rv inhibition 0%, influenza NS1A 2%, tuberculosis growth -8%, Salmonella PhoP GFP 0% and inhibitors of VEEV 2.9%.
For Cc1ccc(S(=O)(=O)/N=C(/c2ccc(F)cc2)N2CCCCC2)cc1 the results were H37Rv inhibition 2%, influenza NS1A 1%, tuberculosis growth 3%, Salmonella PhoP GFP 2% and inhibitors of VEEV 0.3%.
`COc1ccc(/C=N/Nc2cc(C)nc3ccc(Br)cc23)cc1` gave H37Rv inhibition inconclusive, influenza NS1A 2%, tuberculosis growth inconclusive, Salmonella PhoP GFP 19µM* and inhibitors of VEEV inactive.
COc1ccc2c(=O)cc(C(=O)O)oc2c1 was read as H37Rv inhibition 16%, influenza NS1A -1%, tuberculosis growth 8%, Salmonella PhoP GFP -7% and inhibitors of VEEV 0.3%.
For Cc1cc(NC(=O)[C@H](C)NC(=O)c2ccco2)ccc1Br the results were H37Rv inhibition -1%, influenza NS1A -1%, tuberculosis growth 5%, Salmonella PhoP GFP -7% and inhibitors of VEEV 0.4%.
For O=C(c1ccc(N2CCCC2=O)cc1)N1CCCCCC1 the results were H37Rv inhibition -8%, influenza NS1A 10%, tuberculosis growth -47%, Salmonella PhoP GFP 11% and inhibitors of VEEV 0.3%.
Screening NC(CS(=O)O)C(=O)O (configuration not stated) returned H37Rv inhibition 6%, influenza NS1A 0%, tuberculosis growth 1%, Salmonella PhoP GFP -1% and inhibitors of VEEV 0.9%.
For Cc1nnc(-c2cccc(Br)c2)c2cn(-c3cccc(Br)c3)nc12 the results were H37Rv inhibition -8%, influenza NS1A 5%, tuberculosis growth -6%, Salmonella PhoP GFP -11% and inhibitors of VEEV 11%.
Screening Cc1ccc(-n2nc3c(=O)n(CCCC(=O)NCCc4ccccc4C)nc(C)c3c2C)cc1 returned H37Rv inhibition 12%, influenza NS1A 3%, tuberculosis growth 27%, Salmonella PhoP GFP -8% and inhibitors of VEEV 0.1%.
Screening CC(C)NCc1cc(Br)ccc1OCc1ccccc1 returned H37Rv inhibition 1%, influenza NS1A 8%, tuberculosis growth 38%, Salmonella PhoP GFP 12% and inhibitors of VEEV inactive.
For Cc1cccc(NC(=O)c2nc[nH]c2C(=O)NCC(=O)OCc2ccccc2)c1 the results were H37Rv inhibition -6%, influenza NS1A 8%, tuberculosis growth -2%, Salmonella PhoP GFP -17% and inhibitors of VEEV 11%.
`CCc1ccccc1N1CC(C(=O)Nc2cc(C)on2)CC1=O` (configuration not stated) gave H37Rv inhibition -5%, influenza NS1A -4%, tuberculosis growth 2%, Salmonella PhoP GFP -1% and inhibitors of VEEV 6.7%.
Screening CC(C)NC(=O)c1ccc2c(c1)N(CC(=O)N1CCCCC1)C(=O)C(C)(C)O2 returned H37Rv inhibition 0%, influenza NS1A 7%, tuberculosis growth 0%, Salmonella PhoP GFP 4% and inhibitors of VEEV 0.2%.
`COc1ccc(C(=O)NC(=S)NNC(=O)c2c(-c3ccccc3)noc2C)cc1OC` gave H37Rv inhibition 5%, tuberculosis growth 40%, Salmonella PhoP GFP -13% and inhibitors of VEEV 46%.
`O=C(c1nc2ccccn2c1CN1CCC(Cc2ccccc2)CC1)N1CCCC1` gave H37Rv inhibition -8%, influenza NS1A 2%, tuberculosis growth 9%, Salmonella PhoP GFP 5%, inhibitors of VEEV inactive and inhibitors of VEEV 10K pilot screen 0.0.
Screening COC(=O)c1ccc(N2C(=O)C3CC=CC(C)C3C2=O)cc1 (configuration not stated) returned H37Rv inhibition 1%, influenza NS1A -3%, tuberculosis growth -2%, Salmonella PhoP GFP -1% and inhibitors of VEEV 0.8%.

The final 4 records of the part above lead into the next:
Screening CC(C)NC(=O)c1ccc2c(c1)N(CC(=O)N1CCCCC1)C(=O)C(C)(C)O2 returned H37Rv inhibition 0%, influenza NS1A 7%, tuberculosis growth 0%, Salmonella PhoP GFP 4% and inhibitors of VEEV 0.2%.
`COc1ccc(C(=O)NC(=S)NNC(=O)c2c(-c3ccccc3)noc2C)cc1OC` gave H37Rv inhibition 5%, tuberculosis growth 40%, Salmonella PhoP GFP -13% and inhibitors of VEEV 46%.
`O=C(c1nc2ccccn2c1CN1CCC(Cc2ccccc2)CC1)N1CCCC1` gave H37Rv inhibition -8%, influenza NS1A 2%, tuberculosis growth 9%, Salmonella PhoP GFP 5%, inhibitors of VEEV inactive and inhibitors of VEEV 10K pilot screen 0.0.
Screening COC(=O)c1ccc(N2C(=O)C3CC=CC(C)C3C2=O)cc1 (configuration not stated) returned H37Rv inhibition 1%, influenza NS1A -3%, tuberculosis growth -2%, Salmonella PhoP GFP -1% and inhibitors of VEEV 0.8%.
For Cn1c(=O)c2ncn(CC(=O)N/N=C/C=C/c3ccccc3)c2n(C)c1=O the results were H37Rv inhibition 48%, influenza NS1A 4%, tuberculosis growth 2%, Salmonella PhoP GFP 4%, inhibitors of VEEV 0.2% and inhibitors of VEEV 10K pilot screen 0.9.
Screening Cc1ccc(C(=O)NC(=S)Nc2ccc(NC(=O)c3cccc(Cl)c3)cc2)cc1 returned H37Rv inhibition -5%, influenza NS1A 2%, tuberculosis growth -7%, Salmonella PhoP GFP -5% and inhibitors of VEEV inactive.
Screening COc1ccccc1/C=C/C(=O)c1ccccc1 returned H37Rv inhibition 7%, influenza NS1A 2%, tuberculosis growth 75%, Salmonella PhoP GFP 10% and inhibitors of VEEV 26%.
Screening Cc1cc(C)n(-c2nc(C(=O)O)cs2)n1 returned H37Rv inhibition -5%, tuberculosis growth -5%, Salmonella PhoP GFP -3% and inhibitors of VEEV 0.6%.
Cc1nnc(SCC(=O)N(Cc2ccccc2)C(C)(C)C)[nH]c1=O was read as H37Rv inhibition 3%, influenza NS1A -2%, tuberculosis growth -17%, Salmonella PhoP GFP -11% and inhibitors of VEEV 1.1%.
Screening Cc1ccc(NC(=O)/C=C/c2ccc([N+](=O)[O-])s2)cc1 returned H37Rv inhibition inconclusive, influenza NS1A -2%, tuberculosis growth inconclusive, Salmonella PhoP GFP -7% and inhibitors of VEEV 2.1%.
`Cc1ccc2c(c1)[C@@H]1[C@H](CO2)[C@H](c2ccccc2)[C@]2(C)C(=O)N[C@H](C)C(=O)N12` gave H37Rv inhibition 1%, influenza NS1A -8%, tuberculosis growth 19% and inhibitors of VEEV 1.8%.
`Cc1ccc(Sc2ncccc2COC(=O)Nc2c(C)cccc2C)cc1` gave H37Rv inhibition 14%, influenza NS1A -21%, tuberculosis growth 31%, Salmonella PhoP GFP -5% and inhibitors of VEEV 6.8%.
COc1ccccc1NC(=O)/C=C/C(=O)O was read as H37Rv inhibition 7%, influenza NS1A -5%, tuberculosis growth 2%, Salmonella PhoP GFP 9% and inhibitors of VEEV 0.6%.
CCCNS(=O)(=O)c1ccc(NC(=O)c2cccnc2)cc1 was read as H37Rv inhibition 1%, influenza NS1A -1%, tuberculosis growth 5%, Salmonella PhoP GFP -4% and inhibitors of VEEV inactive.
COc1ccc(-c2c(NC(=O)c3ccco3)oc3c(C)cccc3c2=O)cc1OC was read as H37Rv inhibition -7%, influenza NS1A 6%, tuberculosis growth 2%, Salmonella PhoP GFP 6% and inhibitors of VEEV 6.4%.
`Cc1noc(/C=C/c2ccccn2)c1[N+](=O)[O-]` gave H37Rv inhibition inconclusive, influenza NS1A -10%, tuberculosis growth inconclusive, Salmonella PhoP GFP -1% and inhibitors of VEEV 8.9%.
Screening COc1ccc(NC(=O)c2ccc(NC(=O)COC(=O)c3cnc(C)cn3)cc2)cc1 returned H37Rv inhibition 42%, influenza NS1A -1%, tuberculosis growth 11%, Salmonella PhoP GFP -3% and inhibitors of VEEV 0.5%.
`O=C(NCc1ccccc1)C(c1ccc(Cl)cc1)N(C(=O)c1csnn1)C1CC1` (configuration not stated) gave H37Rv inhibition -6%, influenza NS1A 8%, tuberculosis growth 7%, Salmonella PhoP GFP 3% and inhibitors of VEEV inactive.
C=CCN(CC=C)C(=S)NCCc1ccc(OC)c(OC)c1 was read as H37Rv inhibition -4%, influenza NS1A -6%, tuberculosis growth -11%, Salmonella PhoP GFP -6% and inhibitors of VEEV 1.2%.
Screening CCN1/C(=C/c2sc(-c3ccccc3C)c[n+]2C)Sc2ccccc21 returned influenza NS1A -9% and inhibitors of VEEV 11%.
Screening COC(C(=O)Nc1ccnn1C1CCN(Cc2ccccn2)CC1)c1ccccc1 (configuration not stated) returned H37Rv inhibition 2%, influenza NS1A 2%, tuberculosis growth -2%, Salmonella PhoP GFP -1% and inhibitors of VEEV 0.8%.
`CCCCc1nc2ccccc2n1Cc1nnc2n1-c1ccccc1SC2` gave H37Rv inhibition -1%, influenza NS1A -11%, tuberculosis growth 5%, Salmonella PhoP GFP 17% and inhibitors of VEEV inactive.
CCOc1ccc(C)cc1S(=O)(=O)n1cnc2ccccc21 was read as H37Rv inhibition -8%, influenza NS1A -7%, tuberculosis growth 3%, Salmonella PhoP GFP 9% and inhibitors of VEEV 3.2%.
Screening CCN(c1ccccc1)S(=O)(=O)c1cc([N+](=O)[O-])ccc1N returned H37Rv inhibition -2%, tuberculosis growth 5%, Salmonella PhoP GFP 6% and inhibitors of VEEV 7.7%.
Screening CC(C)OC(=O)c1c(NC(=O)c2cccs2)sc2c1CCCC2 returned H37Rv inhibition 3%, influenza NS1A -5%, tuberculosis growth 8%, Salmonella PhoP GFP -5% and inhibitors of VEEV 2.8%.
`Cc1ccc(S(=O)(=O)NCC(=O)N/N=C/c2ccccc2O)cc1` gave H37Rv inhibition 2%, influenza NS1A 2%, tuberculosis growth 15%, Salmonella PhoP GFP 7% and inhibitors of VEEV 13%.
`O=C(COn1nnc2ccc(S(=O)(=O)N3CCOCC3)cc21)NCCc1ccccc1` gave H37Rv inhibition -7%, influenza NS1A -3%, tuberculosis growth -14%, Salmonella PhoP GFP -3% and inhibitors of VEEV 1.5%.
COCCCn1c(-c2ccc(S(=O)(=O)N3CCOCC3)cc2)csc1=Nc1ccccc1 was read as H37Rv inhibition 4%, influenza NS1A 14%, tuberculosis growth -5%, Salmonella PhoP GFP 5% and inhibitors of VEEV 2.3%.
CCc1c(C)sc(NC(=O)c2ccc(Br)o2)c1C(=O)OC was read as H37Rv inhibition -9%, influenza NS1A 12%, tuberculosis growth 46%, Salmonella PhoP GFP 0% and inhibitors of VEEV 5.5%.
N#CCCN/N=C(/Cc1nc2ccccc2[nH]1)c1cccc(Cl)c1 was read as H37Rv inhibition 0%, influenza NS1A -6%, tuberculosis growth -1%, Salmonella PhoP GFP -5% and inhibitors of VEEV 11%.
O=C(CSc1nnc(-c2cccnc2)n1CCc1ccccc1)NCc1ccccc1 was read as H37Rv inhibition -2%, influenza NS1A -15%, tuberculosis growth -7%, Salmonella PhoP GFP 6% and inhibitors of VEEV 1.0%.
For O=[N+]([O-])c1ccc(-c2nc(=S)c3c(o2)CCCC3)cc1 the results were H37Rv inhibition 2%, influenza NS1A 0%, tuberculosis growth -24%, Salmonella PhoP GFP -10% and inhibitors of VEEV inactive.
Screening CCc1cc2c(=O)c(-c3cnn(-c4ccccc4)c3)c(C(F)(F)F)oc2c(CN(C)C)c1O returned H37Rv inhibition 5%, influenza NS1A -1%, tuberculosis growth 4%, Salmonella PhoP GFP -8% and inhibitors of VEEV 0.7%.
O=C(Nc1ccccc1C(=O)NCc1cccnc1)c1ccccc1F was read as H37Rv inhibition -7%, influenza NS1A 1%, tuberculosis growth -6%, Salmonella PhoP GFP -1% and inhibitors of VEEV 6.7%.
For COc1ccc(C(=O)N/N=C/c2c(CO)cnc(C)c2O)cc1 the results were H37Rv inhibition 0%, influenza NS1A 22%, tuberculosis growth 45%, Salmonella PhoP GFP -8% and inhibitors of VEEV 3.8%.

Compounds as they come (roughly 1.4% active in at least one column).
